GRP78 ERSR act: inducers of ER stress response in human glioma cells | U87-MG GRP78 promoter luciferase reporter, 16 h | Potency, µM, for inactives: top-dose activation, most hits filed as activators | 420,000 tested, 0.02% active; also: potency is read from the fitted curve at half-maximal effect; series mostly up to about 76 µM; % of control where 0% means no effect; nearly all actives have a fitted effect of over 35% in size
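ERSR induction read as luciferase luminescence (Bright-Glo, 10 min at room temperature) in stably transfected human U87-MG glioma cells exposed to compounds for 16 h, using GRP78 as sensor.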
Pol beta inh: inhibitors of human DNA polymerase beta; Potency, µM (titrated, usually from 114 µM), inactives show at the highest dose activity change, negative = inhibition, hits mostly inhibitors; P06746; AID 485314; Pol beta primer extension/strand displacement, fluorescence kinetic; 340,000 tested, 1.3% active; also: potency is read from the fitted curve at half-maximal effect; % is scaled to controls: 0 for no effect and ±100 for the full control effect
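Pol beta (10 nM) was preincubated with compound for 15 min at room temperature. The reaction was then started with 50 nM substrate and read immediately and after a further 10 min at room temperature.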
LDHA block: inhibitors of human lactate dehydrogenase A. purified LDHA, NADH/diaphorase-resazurin fluorescence; stronger effect = lower value. AID 1347041. activity change, % (values are at about 110 or 230 µM). 480,000 tested, 0.15% active; in the data active = activity change below about -30%; inconclusive = mostly about -25% to -30%;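 also: plate controls were DMSO wells for no effect and wells without enzyme for full effect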
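Resorufin fluorescence (ex540/em590), read at 0 and 20 min after diaphorase/resazurin addition, reports the NADH left after a 5 min room-temperature reaction of 2 nM human LDH5 with 0.06 mM NADH and 0.2 mM pyruvate.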
POLH inh: DNA polymerase eta (human) inhibition. recombinant Pol eta, fluorescent DNA replication assay. Potency, µM (top dose mostly 114 µM), inactives show at the top dose activity change, negative = inhibition, usual class: inhibitors. 390,000 tested, 1.2% active. AID 588591; also: potency is read from the fitted curve at half-maximal effect; % is scaled to controls: 0 for no effect and ±100 for the full control effect
Target sequence (Q9Y253 whole entry, looked up): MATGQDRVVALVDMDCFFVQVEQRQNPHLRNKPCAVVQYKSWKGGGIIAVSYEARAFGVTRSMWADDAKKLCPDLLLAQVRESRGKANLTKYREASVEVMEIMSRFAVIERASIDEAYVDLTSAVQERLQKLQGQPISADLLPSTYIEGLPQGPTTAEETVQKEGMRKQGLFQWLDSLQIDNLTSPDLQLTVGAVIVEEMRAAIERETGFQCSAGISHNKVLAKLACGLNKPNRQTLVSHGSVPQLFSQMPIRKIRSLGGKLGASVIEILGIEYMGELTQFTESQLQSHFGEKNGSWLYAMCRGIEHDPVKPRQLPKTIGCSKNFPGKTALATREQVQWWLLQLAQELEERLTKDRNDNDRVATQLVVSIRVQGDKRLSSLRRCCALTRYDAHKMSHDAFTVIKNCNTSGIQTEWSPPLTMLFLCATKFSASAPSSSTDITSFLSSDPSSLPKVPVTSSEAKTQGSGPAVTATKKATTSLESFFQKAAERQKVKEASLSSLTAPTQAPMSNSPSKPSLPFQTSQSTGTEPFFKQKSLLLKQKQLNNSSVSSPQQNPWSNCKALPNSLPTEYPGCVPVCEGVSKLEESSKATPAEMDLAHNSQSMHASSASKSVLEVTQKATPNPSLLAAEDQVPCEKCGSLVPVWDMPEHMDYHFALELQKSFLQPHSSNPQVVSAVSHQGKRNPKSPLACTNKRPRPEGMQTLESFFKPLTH
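Pol eta (10 nM) was preincubated with compounds for 15 min at room temperature, after which fluorescent replication substrate (50 nM final) was added to start the reaction. Fluorescence was read kinetically at 0 and 10 min.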
BLM inh: inhibitors of human Bloom syndrome helicase BLM; P54132; recombinant BLM DNA unwinding, fluorescence dequenching; Potency, µM (highest dose often 56.1 µM), without a hit: top-dose activity change, negative = inhibition, usual class: inhibitors; 350,000 tested, 0.2% active; AID 2528;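 also: potency is read from the fitted curve at half-maximal effect; plate controls were vehicle for no effect and no enzyme for full effect; nearly all actives have a fitted effect of over 35% in size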
Anesthetic bind: binds horse apoferritin like a general anesthetic. P02791. AID 485281. Potency, µM (doses to about 77.5 µM), for inactives: at the top dose activity change, negative = displacement, hits mostly inhibitors. apoferritin/1-aminoanthracene competitive binding, fluorescence. 350,000 tested, 0.074% active; also: potency is read from the fitted curve at half-maximal effect; % is scaled to controls: 0 for no effect and ±100 for the full control effect; nearly all actives have a fitted effect of over 20% in size
Target sequence (P02791 2-175 limits assumed): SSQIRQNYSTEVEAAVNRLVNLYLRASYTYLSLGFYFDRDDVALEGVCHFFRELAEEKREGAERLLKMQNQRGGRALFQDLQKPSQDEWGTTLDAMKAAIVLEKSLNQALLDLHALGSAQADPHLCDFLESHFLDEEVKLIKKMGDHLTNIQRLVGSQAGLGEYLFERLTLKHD
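Concentration-response curves derived by four-parameter Hill fitting of normalized fluorescence, where compounds displaced 1-AMA from 10 uM horse apoferritin following a brief 10 min room-temperature incubation; propofol titration acted as positive control.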
APE1 inh: inhibitors of human APE1 endonuclease; P27695; recombinant APE1, TAMRA/BHQ-2 abasic DNA cleavage fluorescence; Potency, µM (titrated, usually from 65.8 µM), for the others: at the highest dose activity change, negative = inhibition, hits mostly inhibitors; 350,000 tested, 0.35% active; AID 2517;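 also: potency is read from the fitted curve at half-maximal effect; plate controls were vehicle for no effect and reference inhibitor for full effect; nearly all actives have a fitted effect of over 55% in size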
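Enzyme (0.75 nM final) and test compound are incubated 15 min at room temperature before adding 50 nM quenched THF abasic-site duplex. Cleavage dequenches TAMRA, followed at 525/598 nm over three reads one minute apart.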
Pol iota inh: inhibitors of human DNA polymerase iota. Q9UNA4. Pol iota fluorescent replication assay, 10 min. Potency, µM (highest dose often 115 µM), for the others: top-dose activity, negative = inhibition, actives largely listed as inhibitors. 390,000 tested, 1% active. AID 588590; also: potency is read from the fitted curve at half-maximal effect
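Fluorescent replication assay read twice, at 0 min and 10 min after adding 50 nM (final) substrate. Enzyme (10 nM) and compounds were first incubated 15 min at room temperature; enzyme-free buffer wells were negative controls.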
POLK inh: blocks human DNA polymerase kappa activity | 400,000 tested, 0.53% active | Potency, µM (series often up to 107 µM), for inactives: at the top dose activity, negative = inhibition, usual class: inhibitors | purified Pol kappa, fluorescent DNA synthesis assay, 10 min | Q9UBT6 | AID 588579; also: potency is read from the fitted curve at half-maximal effect; % is scaled to controls: 0 for no effect and ±100 for the full control effect
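Fluorescent qHTS in 1536-well format: enzyme (10 nM) and compound sat 15 min at room temperature before 50 nM substrate (final) was added. Signal taken at 0 and 10 min; no-enzyme buffer wells were negative controls.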
Active calls of the source: *; ? = inconclusive; nt = not tested or not shown; & = joins results of further samples; [ ] = dose if it differs, or a comment. Unless noted, calls follow the shape of the dose curve; as a rule, active = well fitted curve in the direction sought with a large enough effect; inconclusive = small, poorly fitted or top-dose-only effect, or another doubt; inactive = no such curve, though single readings can be large; an effect the other way counts as inactive or inconclusive. Some of the compounds tested. The share of hits here may be higher or lower than overall.

SMILES | GRP78 ERSR act | Pol beta inh | LDHA block | POLH inh | BLM inh | Anesthetic bind | APE1 inh | Pol iota inh | POLK inh
COc1cc(C2NC(=O)NC(O)(C(F)(F)F)C2C(C)=O)cc(OC)c1OC (centres undefined) | -3% | 3% | 1 | -14% | 1% | -7% | -4% | 12% | -2%
CC(=O)Nc1nnc(SCc2ccc(F)cc2)s1 | 0% | 22% | -6 | -4% | -1% | ? | -2% | 15% | -5%
Cc1ccc(N2CC(C(=O)Nc3ccccc3C(=O)NC3CCCCC3)CC2=O)cc1C (centres undefined) | 2% | nt | -1 | -20% | nt | nt | nt | -14% | -11%
C[C@]12C=CC(=O)C=C1CCC1C2C(=O)C[C@]2(C)C1CC[C@]2(O)C(=O)CO (some centres undefined) | -6% | nt | nt | nt | -11% | -7% | -3% | nt | -7%[60.1 µM]
COc1cc(OC)cc(-c2cc3nc(C)c(CCC(=O)NCc4ccccc4)c(C)n3n2)c1 | -13%&-10% | ? | -5&-2 | -21%&-13% | -3%&-1% | -2%&-2% | -2% | 17%&34% | 6%&-8%
COc1ccc(-n2nnc(-c3nsc(NC(=O)c4cccc(C)c4)n3)c2C)cc1OC | 2% | 41%[activator] | -3 | -3% | -9% | ? | nt | ? | -1%
CCOc1ccc(CCNC(=O)COC(=O)c2cccc(S(=O)(=O)N3CCOCC3)c2)cc1OCC | -2% | nt | -4 | -15% | nt | nt | 4% | 61%[activator] | -18%
O=C(Cc1cccs1)NNC(=S)NCc1ccc(Cl)cc1 | -2% | 23% | -3 | -4% | -2% | -10% | 0% | 9% | -1%
CCOC(=O)C1CCN(c2ncnc3c2c(-c2ccccc2)cn3-c2ccccc2)CC1 | 1% | 1% | -4 | -9% | -9% | -12% | -1% | 22% | -1%
COc1ccc(C2c3c(ncn(CCCO)c3=N)Oc3ccc4ccccc4c32)cc1OC (centres undefined) | -5% | -16% | -5 | 1% | 10% | -7% | -4% | 31%[activator] | -9%
CC(NC(=O)c1ccc(N2CCNCC2)c([N+](=O)[O-])c1)C12CC3CC(CC(C3)C1)C2 (centres undefined) | -5% | -17% | -5 | -2% | -7% | -21% | -1% | 7% | 1%
Nc1c(C(=O)NCCN2CCOCC2)c2nc3ccccc3nc2n1-c1ccccc1 | -6% | -11% | 2 | -22% | -20% | 606%[activator] | 6% | 16% | -10%
O=S(=O)(NCCc1ccccc1)c1ccc(S(=O)(=O)N2CCCCC2)cc1 | -4% | 41% | -4 | -9% | 0% | -15% | 5% | 12% | -7%
CN1CCN(C(=O)/C(=C/c2cccnc2)NC(=O)c2cccc(Br)c2)CC1 | -5% | 16% | -4 | -18% | 1% | 4% | 1% | 144%[activator] | -14%
O=C(Nc1ccc(N2CCN(C(=O)c3ccco3)CC2)cc1)c1cccnc1Cl | -2% | 1% | 1 | -7% | -4% | -7% | -3% | 7% | -2%[60.1 µM]
COc1ccccc1NC(=O)C(Cc1ccc(Cl)cc1)c1nn[nH]n1 (centres undefined) | -4% | -1% | 7 | -7% | -1% | -1% | -1% | 1% | 1%
Cc1[nH]c(=O)[nH]c(=O)c1S(=O)(=O)N1CCN(c2ccccc2)CC1 | -6% | 33% | -6 | -21% | -2% | 0% | 50% | 23% | -15%
COc1ccc(NC(=O)C(CC(C)C)NC(=O)C2CCCCC2)cc1 (centres undefined) | -2% | 14% | -7 | -16% | 2% | -12% | nt | 12% | -16%
Cc1ccc(S(=O)(=O)N2CCN(c3nc(C)nc4sc5c(c34)CCC(C)C5)CC2)cc1 (centres undefined) | nt | 4% | nt | nt | -3% | -7% | -1% | nt | nt
c1ccc(SCCN2CCN(c3ccccc3)CC2)cc1 | 4% | 2% | 1 | 0% | -2% | -7% | 23% | ? | -15%
O=C(Nc1cccc2ccccc12)c1ccc([N+](=O)[O-])o1 | -12% | 3% | 4 | 15% | 6% | -10% | -14% | ? | 2%
CCO[C@@H]1OC(C(=O)O)=C[C@H](c2ccc3c(c2)OCO3)[C@H]1CCCO | -1% | -25% | 1 | -25% | -9% | -1% | 1% | 27% | -2%
CCCCNC(=O)CSc1nc2cc(OC)c(OC)cc2c(=O)n1Cc1ccc(OC)cc1 | 0% | 15% | -6 | 6% | -4% | -7% | 14% | 6% | 0%
Cc1cc(C)c(C#N)c(Nc2cccc(C)c2C)n1 | 0% | 10% | -5 | -17% | -3% | 0% | -1% | 36%[activator] | -3%
Cc1nc2ccccn2c1C(=O)N/N=C/c1ccc([N+](=O)[O-])cc1 | 0% | 0% | -5 | -15% | -2% | -8% | 1% | 22% | 5%
SMILES | GRP78 ERSR act | Pol beta inh | LDHA block | POLH inh | BLM inh | Anesthetic bind | APE1 inh | Pol iota inh | POLK inh
CCC(C(=O)Nc1ccccc1F)n1nc(C)c2c(C)n(-c3ccccc3)nc2c1=O (centres undefined) | -4% | 9% | 3 | -8% | -1% | -13% | 66%[activator] | 6% | 10%
O=C(Cn1c(NCCO)nc2ccccc21)c1cccs1 | -3% | 1% | -6 | 0% | 2% | -8% | 4% | -3% | -17%
COc1ccc(NS(=O)(=O)c2cccc(C(=O)O)c2)cc1S(=O)(=O)N1CCOCC1 | -4% | nt | -6 | -1% | nt | nt | -3% | -4% | -3%
COc1ccc(-c2oc(NC(=O)c3ccc(C)cc3)c(C#N)c2-c2ccc(OC)cc2)cc1 | 0% | 4% | -6 | 6% | -8% | -6% | -5% | -4% | -5%
O=C(Nc1ccc2c(c1)OCCO2)c1ccc(Cl)c(Cl)c1 | 2% | ? | -3 | -19% | -8% | -10% | 18% | 1% | -2%
CC(C)CN1C(=O)C(=O)N(CC(=O)N2c3ccccc3NC(=O)CC2C)C1=O (centres undefined) | -5% | nt | 2 | -11% | nt | nt | 16% | 10% | 1%
O=C(CSc1nc(C2CC2)nc2sc3c(c12)CCCC3)NCc1ccco1 | 1% | -3% | -8 | -1% | -2% | -2% | 16% | 8% | -4%
Clc1ccc(-c2nc(Cc3ccccc3)no2)cc1 | 8% | 29% | -7 | -1% | -5% | -10% | 1% | 7% | 2%
O=C(NC(=S)Nc1ccc(N2CCOCC2)cc1)c1cccc(Cl)c1 | -1% | -13% | -5 | -8% | -6% | -11% | -2% | 10% | -9%
Cc1nnc(SCC(=O)Nc2ccc(Oc3ccccc3)cc2)n1N | 2% | -1% | -5 | -3% | 1% | ? | 3% | 22% | -5%
Cc1noc(C)c1S(=O)(=O)Nc1ccccc1Oc1ccccc1 | -8% | -17% | -8 | -3% | -6% | -13% | 23% | -3% | -3%
O=C(Cn1c2c(sc1=O)C1c3ccccc3OCC1CS2)Nc1ccc(Cl)cc1 (centres undefined) | -4% | 20% | -2 | -16% | -2% | -10% | 11% | -5% | -13%
CN1CCN(CC(=O)n2c3c(c4ccccc42)CCCC3)CC1 | -3% | -3% | 32 | -2% | -6% | ? | -4% | ? | -4%
O=C(Nc1ccccc1C(F)(F)F)c1cc(-c2ccccc2O)on1 | -3% | 73% | -3 | -4% | -2% | 1% | -7% | 18% | -2%
CC(C)(O)C#Cc1ccc(CN2CCC(CO)(CCc3ccccc3)CC2)cc1 | -3% | 25% | -5 | -12% | 6% | -12% | 6% | -15% | -1%
COc1ccc(NC(=O)CCS(=O)(=O)c2ccc3c(c2)oc(=O)n3C)cc1 | -1% | ? | 0 | ? | -8% | -9% | -1% | 50µM* | -24%
Oc1ccccc1-c1nc(-c2cccs2)c(-c2cccs2)[nH]1 | -2% | -2% | 3 | -13% | -10% | 36%[activator] | nt | 7% | -16%
Cc1ccccc1C(=O)OCCCN=C1NS(=O)(=O)c2ccccc21 | 1% | 6% | 0 | -16% | 6% | -10% | -2% | -6% | 13%
N#Cc1c(NC(=S)NC(=O)c2ccccc2)sc2c1CCCCC2 | -2% | nt | 2 | nt | nt | nt | nt | 2% | -2%
Cc1ccc2nc(CO)[nH]c2c1 | 2% | nt | 9&2 | nt | nt | nt | nt | 36%[activator] | 6%
O=C(Nc1ccc(N2CCN(C(=O)c3ccccc3F)CC2)cc1)c1ncn[nH]1 | -3% | 25% | -1 | -14% | 0% | -6% | -5% | 71%[activator] | -15%
COC(=O)c1c(O)cc(=O)n2c1CCCCC2 | 0% | 24% | -1 | -21% | 0% | -1% | 11% | -5% | 3%
O=C(Cc1ccc(Cl)cc1Cl)Nc1cccc(S(=O)(=O)Nc2ccccc2F)c1 | 0% | 26% | -4 | -4% | -3% | ? | ? | 2% | -15%
COc1ccc(OC)c(C(C)NC=O)c1 (centres undefined) | 0% | 12% | -9 | 13% | 0% | -3% | -2% | 9% | 0%
O=C(CCCn1c(=S)[nH]c2ccsc2c1=O)Nc1ccc2c(c1)OCO2 | -7% | -1% | 0 | -4% | -3% | -13% | 1% | 121%[activator] | -5%
Cc1sc(Nc2ccc([N+](=O)[O-])cc2)nc1-c1c(C)n(C)n(-c2ccccc2)c1=O | -2% | 21% | -8 | -15% | -1% | -14% | 3% | 12% | -4%
CC1=C(C(=O)Nc2ccccc2)C(c2ccncc2)C(C#N)=C(SCC(=O)Nc2ccccc2)N1 (centres undefined) | -4% | 28% | 3 | -5% | -9% | ? | -3% | -11% | 2%
COc1ccc(S(=O)(=O)N2CCCC(C(=O)N3CCN(C)CC3)C2)cc1C (centres undefined) | -1% | 19% | -3 | -2% | 3% | -1% | -1% | 8% | -7%

Look-ups from above.
`CC1=C(C(=O)Nc2ccccc2)C(c2ccncc2)C(C#N)=C(SCC(=O)Nc2ccccc2)N1` (centres undefined) in Pol beta inh reads 28%
`COc1ccc(OC)c(C(C)NC=O)c1` (centres undefined) in Pol iota inh reads 9%

Quoted at random: 2 entries already listed.
SMILES | GRP78 ERSR act | Pol beta inh | LDHA block | POLH inh | BLM inh | Anesthetic bind | APE1 inh | Pol iota inh | POLK inh
COc1ccc(-c2oc(NC(=O)c3ccc(C)cc3)c(C#N)c2-c2ccc(OC)cc2)cc1 | 0% | 4% | -6 | 6% | -8% | -6% | -5% | -4% | -5%
COc1cc(C2NC(=O)NC(O)(C(F)(F)F)C2C(C)=O)cc(OC)c1OC (centres undefined) | -3% | 3% | 1 | -14% | 1% | -7% | -4% | 12% | -2%

Compound activity: PubChem, National Center for Advancing Translational Sciences (NCATS)
